# FEN1 inh: blocks human flap endonuclease 1; Potency, µM (titrated, usually from 114 µM), inactives show at the top dose activity change, negative = inhibition, hits mostly inhibitors; 390,000 tested, 0.35% active; AID 588795; Recombinant FEN1 flap cleavage, fluorescence, 15 min; note: nearly all actives have a fitted effect of over 65% in size
# Target sequence (P39748 whole entry, looked up): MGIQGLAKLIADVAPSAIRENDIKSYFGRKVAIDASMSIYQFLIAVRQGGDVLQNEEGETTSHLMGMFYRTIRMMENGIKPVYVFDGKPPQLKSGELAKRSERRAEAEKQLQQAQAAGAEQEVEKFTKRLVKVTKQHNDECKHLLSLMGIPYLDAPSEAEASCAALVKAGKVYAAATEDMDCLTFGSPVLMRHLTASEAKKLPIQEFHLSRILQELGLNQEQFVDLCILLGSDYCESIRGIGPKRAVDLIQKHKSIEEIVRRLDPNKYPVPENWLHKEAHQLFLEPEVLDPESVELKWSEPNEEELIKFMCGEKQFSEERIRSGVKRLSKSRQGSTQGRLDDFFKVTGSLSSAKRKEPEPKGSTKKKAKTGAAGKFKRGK
#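 Nuclease activity of 10 nM FEN1 was measured after 15 min of room-temperature exposure to titrated compounds, by adding 50 nM flap substrate and reading plates at 0 and 15 min.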
# N370S GC: inhibits or activates N370S mutant glucocerebrosidase | Potency, µM (series often up to 59.4 µM), without a hit: at the highest dose activity change, negative = inhibition, actives largely listed as inhibitors | 330,000 tested, 0.092% active | N370S GC spleen homogenate, 4MU-glucoside fluorescence;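 note: 0% = full enzyme activity and -100% = no enzyme basal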
# TDP1 block: inhibitors of human tyrosyl-DNA phosphodiesterase TDP1; Potency, µM (titrated, usually from 130 µM), without a hit: at the top dose activity change, negative = inhibition, most hits filed as inhibitors; Q9NUW8; 350,000 tested, 0.28% active; recombinant TDP1, AlphaScreen DNA substrate cleavage; note: nearly all actives have a fitted effect of over 40% in size
# Target sequence (Q9NUW8 whole entry, looked up): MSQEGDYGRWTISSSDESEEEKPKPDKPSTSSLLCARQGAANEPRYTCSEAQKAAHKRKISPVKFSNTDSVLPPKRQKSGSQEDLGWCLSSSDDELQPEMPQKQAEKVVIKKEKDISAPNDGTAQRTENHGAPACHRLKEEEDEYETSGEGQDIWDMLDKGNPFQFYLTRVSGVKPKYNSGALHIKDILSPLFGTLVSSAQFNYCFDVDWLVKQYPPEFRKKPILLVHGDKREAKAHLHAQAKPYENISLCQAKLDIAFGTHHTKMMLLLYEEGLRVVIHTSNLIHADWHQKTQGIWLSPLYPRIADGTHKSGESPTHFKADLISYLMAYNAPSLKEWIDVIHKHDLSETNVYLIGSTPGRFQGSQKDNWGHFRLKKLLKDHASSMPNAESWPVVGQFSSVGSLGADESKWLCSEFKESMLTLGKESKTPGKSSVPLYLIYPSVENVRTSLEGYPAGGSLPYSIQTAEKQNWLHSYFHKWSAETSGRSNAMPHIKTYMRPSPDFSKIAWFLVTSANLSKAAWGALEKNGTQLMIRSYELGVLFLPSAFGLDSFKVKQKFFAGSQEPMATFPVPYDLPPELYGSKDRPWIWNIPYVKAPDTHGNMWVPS
#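 AlphaScreen read-out: signal falls as enzyme removes the 3' tyrosine-FITC from a 5'-biotinylated DNA oligo (15 nM, 5 min, RT). Enzyme was E. coli-made recombinant Tdp1 at 1 nM, exposed to compound for 15 min beforehand; beads 10 ug/ml, 10 min.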
# The depositor's hits bear a star; ? = inconclusive; / = no result given; & = joins results of further samples; [ ] = dose if it differs, or a comment. Calls come from the whole dose curve; as a rule, active = well fitted curve in the direction sought with a large enough effect; inconclusive = small, poorly fitted or top-dose-only effect, or another doubt; inactive = no such curve, though single readings can be large; an effect the other way counts as inactive or inconclusive. Unless noted, % is set by controls: 0 for no effect and ±100 for the full control effect; potency is the fitted concentration of half-maximal effect.
TDP1 block	molecule	N370S GC	FEN1 inh
4%	CCOC(=O)C1CCN(C(=O)CCc2nnc3ccc(N4CCC(C)CC4)nn23)CC1	-4%	7%
/	Nc1nnc2c(C(F)(F)F)nc3ccccc3n12	-8%	0%
4%	COc1ccc(C2(C)NC(=O)N(CC(=O)c3cc(C)n(C4CC4)c3C)C2=O)cc1OC (stereo not drawn)	/	-6%
0%&7%	C[C@@H](C(=O)Nc1ccc2ccccc2c1)[C@H]1C[C@]1(C)[C@H](NS(=O)(=O)c1ccc(-c2ccccc2)cc1)c1ccccc1	3%&-3%	-10%
0%	COc1ccccc1C(=O)NCCc1nc2ccccc2[nH]1	-6%	1%
/	CN(CC1CCCN(CCc2cccc(C(F)(F)F)c2)C1)C(=O)c1cc2ccccc2o1 (stereo not drawn)	-17%	0%
10%	CCc1ccc2nc(N(CCN(C)C)C(=O)c3ccc4ncsc4c3)sc2c1	-5%	-22%
1%	CN1CCN(CCNC(=O)Nc2ccc([N+](=O)[O-])cc2)CC1	-15%	-7%
11%	CC(=O)N1N=C(c2ccc(Br)cc2)CC1c1cn(C)c2ccccc12 (stereo not drawn)	23%	2%
0%	Cc1ccc(OCCSc2nc(NC(C)C)nc(NC(C)C)n2)cc1	21%	-24%
-5%	Oc1ccccc1N=Cc1c(O)ccc2ccccc12	-4%	-5%
-3%	O=C(CSc1nnc(COc2ccc(Br)cc2)o1)N1CCOCC1	3%	-2%
0%	CC[C@H](C)[C@H](NC(=O)[C@H](Cc1ccc(O)cc1)NC(=O)CNC(=O)[C@@H]1CCCN1C(=O)[C@H](CC(=O)O)NC(=O)[C@@H](N)CS)C(=O)NCC(=O)N[C@@H](CO)C(=O)N[C@@H](CCCN=C(N)N)C(N)=O	-3%	/
2%	COc1ccc(-c2nc3ccccc3c(=O)n2CCOc2ccc(C)cc2C)cc1	0%	12%
0%	CN(CC(=O)Nc1ccccc1Cl)CC(=O)c1c(N)n(Cc2ccccc2)c(=O)n(C)c1=O	/	-22%
12%	Nc1nc(-c2ccc3c(c2)NC(=O)CO3)cs1	-9%	-3%
7%	O=C(Cc1c(F)c(F)c(F)c(F)c1F)Nc1nc(-c2ccccc2)cs1	-8%	3%
-2%	Cc1ccc(NC(=O)CC2S/C(=N/N=C/c3c[nH]c4ccccc34)NC2=O)cc1 (stereo not drawn)	16%	-2%
6%	CCc1ccc(N2CC(C(=O)N/N=C/c3ccccc3OC)CC2=O)cc1 (stereo not drawn)	?	-3%
8%	Cc1cc(C(=O)Nc2ccccc2C(=O)N2CCCCC2)ccc1[N+](=O)[O-]	-4%	11%

# Further records follow.
TDP1 block	molecule	N370S GC	FEN1 inh
2%	CC1Cc2ccccc2N1c1ncnc(N)c1[N+](=O)[O-] (stereo not drawn)	-1%	-4%
5%	CCOC(=O)N/N=C/c1ccccc1-c1cc(OC)ccc1OC	3%	/
4%	CCCCCn1c(CN2CCN(Cc3ccccc3)CC2)nc2c1c(=O)[nH]c(=O)n2C	-7%	6%
/	CC(=O)OCC1OC(OCc2cn(C[C@H]3CC[C@H](Cn4cc(COC5OC(COC(C)=O)C(OC(C)=O)C(OC(C)=O)C5OC(C)=O)nn4)O3)nn2)C(OC(C)=O)C(OC(C)=O)C1OC(C)=O (stereo partly drawn)	-6%	-1%
1%	CSCCC(=O)Nc1cc(S(=O)(=O)N2CCOCC2)ccc1N1CCN(C)CC1	-6%	6%
9%	CC(C)c1ccc(OCC(=O)NCc2ccco2)cc1	-12%	-2%
9%&13%	CC[n+]1c(/C=C/N(C)c2ccccc2)n(-c2ccccc2)c2ccc(-c3nc4ccccc4s3)cc21	-26%&-13%	40µM*
0%	CCOc1ccc2nc(N3CCCC(C(=O)NCCc4ccc(SC)cc4)C3)sc2c1 (stereo not drawn)	/	13%
4%	O=C(NC1CCCCC1)C(Cc1ccccc1)NS(=O)(=O)c1cccs1 (stereo not drawn)	0%	-16%
6%	COc1ccc(NC(=O)c2cc(-c3cccc(OC)c3)on2)cc1	2%	11%
4%	Cc1ccsc1C1C(C#N)=C(N)N(N(C)C)C2=C1C(=O)CCC2 (stereo not drawn)	14%	-1%
/	CNC(=S)N/N=C/c1ccco1	-30%	0%
0%	CC(C)=CC(=O)OCC(=O)Nc1nc(C)c(Cl)cc1Cl	-6%	-4%
5%	CC(C)CCNC(=O)c1cc2cc(S(=O)(=O)N3CCCCC3)ccc2n1C	/	0%
1%	CC(C(=O)NCc1ccccn1)N1C(=O)c2ccccc2C1=O (stereo not drawn)	4%	-2%
9%	O=C(c1cccc(N2C(=O)C3CC=CCC3C2=O)c1)N1CCCc2ccccc21 (stereo not drawn)	16%	2%
0%	COc1ccc(CCNC(=O)CN2C(=O)NC3(CCCCC3)C2=O)cc1	/	4%
/	CCCc1cc(=O)[nH]c2nnc(SCC(=O)NCc3ccc4c(c3)OCO4)n12	3%	2%
/	Cc1cccc(CN2CCN(c3nc4nonc4nc3NC3CC3)CC2)c1	-6%	6%
0%	COc1cc(C(C)=O)ccc1OCC(=O)NC(=O)Nc1ccc(C)cc1C	/	0%

# Shown as a hit in FEN1 inh (from the list above):
TDP1 block	molecule	N370S GC	FEN1 inh
9%&13%	CC[n+]1c(/C=C/N(C)c2ccccc2)n(-c2ccccc2)c2ccc(-c3nc4ccccc4s3)cc21	-26%&-13%	40µM*

# Continuation:
TDP1 block	molecule	N370S GC	FEN1 inh
5%	Cc1ccc(CN2CCN(C3CCN(S(=O)(=O)N(C)C)CC3)C(=O)C2=O)cc1	/	19%
3%	CC1CCN(CCn2c(=S)[nH]c3cc4c(cc3c2=O)OCO4)CC1	-11%	0%
1%	O=C(NN1C(=O)C2C3C=CC(C4CC34)C2C1=O)c1cccc(Br)c1 (stereo not drawn)	4%	-14%
3%	N#Cc1ccc(NC(=O)Nc2ccc(Cl)cc2)cc1	-4%	2%
4%	Cc1ccc(N(CC(=O)Nc2cc(Cl)ccc2Oc2ccccc2)S(C)(=O)=O)cc1C	?	-6%
1%[56.1 µM]	CCN1C(=O)[C@H]2[C@H]3CN=C(SCc4ccc(C(=O)OC)cc4)N3[C@@](Cc3ccccc3)(C(=O)OC)[C@H]2C1=O	/	-9%
1%	COc1ccc(CCNC(=O)c2cccc(Br)c2)cc1OC	-6%	25%
5%	Cc1ccc(-c2nnc(SCC(=O)N3CCOCC3)nc2-c2ccc(C)cc2)cc1	4%	-8%
7%	O=C(NCCCN1CCN(Cc2ccccc2)CC1)C1CCN(c2nnc(-n3cccc3)s2)CC1	1%	6%
0%	O=C(Nc1cc(Cl)cc(Cl)c1)c1ccc(F)c(S(=O)(=O)N2CCN(c3ccccc3F)CC2)c1	/	10%
3%	COc1cc(/C=N/NS(=O)(=O)c2ccc(C)cc2)ccc1OCc1ccc(C(=O)O)cc1	-3%	3%
3%	CCn1nc(C(=O)NCc2ccco2)c(Cl)c1Cl	-6%	-2%
-5%	COc1ccc(/C(O)=C/Sc2nnc(Cc3ccccc3)o2)cc1	0%	-6%
3%	Cn1c(SCc2cnc(-c3ccccc3)s2)nnc1C1COc2ccccc2O1 (stereo not drawn)	9%	-4%
8%	CCNC(=O)c1ccc(CSc2nc3ccncc3n2Cc2ccc(F)cc2)cc1	/	-1%
5%&10%	CC1=C(C(=O)OCc2ccccc2)C(c2ccc3ccccc3c2)NC(=O)N1CCCCCC(=O)O (stereo not drawn)	0%&-7%	15%
-3%	CCOc1ccc(S(=O)(=O)n2c(C)nc3ccccc32)cc1	9%	-7%
5%	C=CCn1c(NC(=O)c2ccccc2Cl)c(C#N)c2nc3ccccc3nc21	-1%	?
/	Cc1ccc(C2(C)NC(=O)N(CC(=O)NC(=O)NC(C)C)C2=O)cc1 (stereo not drawn)	-9%	-7%
5%	CCN(CC(=O)Nc1ccc2c(c1)OCCO2)C(=O)/C=C/c1ccc(OC)cc1OC	1%	3%

# 7 entries out of the list, sorted by length of the SMILES, low to high:
TDP1 block	molecule	N370S GC	FEN1 inh
3%	N#Cc1ccc(NC(=O)Nc2ccc(Cl)cc2)cc1	-4%	2%
-3%	CCOc1ccc(S(=O)(=O)n2c(C)nc3ccccc32)cc1	9%	-7%
3%	Cn1c(SCc2cnc(-c3ccccc3)s2)nnc1C1COc2ccccc2O1 (stereo not drawn)	9%	-4%
8%	CCNC(=O)c1ccc(CSc2nc3ccncc3n2Cc2ccc(F)cc2)cc1	/	-1%
5%	Cc1ccc(-c2nnc(SCC(=O)N3CCOCC3)nc2-c2ccc(C)cc2)cc1	4%	-8%
5%	Cc1ccc(CN2CCN(C3CCN(S(=O)(=O)N(C)C)CC3)C(=O)C2=O)cc1	/	19%
3%	COc1cc(/C=N/NS(=O)(=O)c2ccc(C)cc2)ccc1OCc1ccc(C(=O)O)cc1	-3%	3%

# Following part.
TDP1 block	molecule	N370S GC	FEN1 inh
1%	O=C(NCc1ccncc1)C1CCC(=O)N(CCc2ccc(Cl)cc2)C1 (stereo not drawn)	5%	20%
2%	Cc1cccc(C)c1NC(=O)CN(C)C(=O)c1ccccc1Sc1ccccc1C#N	/	-7%
7%	CCOC(=O)C1C(=O)OC2(CCCCC2)C1C(=O)OCC (stereo not drawn)	-14%	-3%
-2%	CCCOc1ccc(C(=O)OCC(=O)c2c(N)n(C)c(=O)n(C)c2=O)cc1OC	3%	4%
/	COc1cccc(CN2CCSCC2)c1OC	-4%	5%
-3%	CCOc1ccc(NC(=O)CN(C)C(=O)Cn2c(=O)oc3ccccc32)cc1OCC	2%	0%
4%	COC(=O)c1ccccc1NC(=O)c1ccccc1NS(C)(=O)=O	27%	-4%
/	CN1C(C)(C)c2ccccc2OS1(=O)=O	3%	-2%
5%	COc1ccc(C(=O)NC2CCN(C(=S)Nc3ccc(C)c(C)c3)CC2)cc1	3%	23%
1%	CC(=O)c1sc2nc(-c3ccc(C)cc3)c3c(c2c1N)CCCC3	-1%	-8%
3%	COc1ccc(S(=O)(=O)Nc2nnc(CC(C)(C)C)s2)cc1	-13%	3%
0%	C=CCNC(=O)C1(c2ccccc2)CC1(Cl)Cl (stereo not drawn)	15%	3%
-7%[0.505 µM]	Cc1cccc(N2CCN(C(=O)c3ccccc3OCc3c(C)noc3C)CC2)c1C	-8%	-7%
1%	COc1ccc(NC(=O)c2ccco2)cc1NC(=O)COc1ccc(Cl)c(C)c1	/	-18%
2%	O=C(CCn1nnnc1CN1CCOCC1)N1CCC(c2ccccc2Cl)C1 (stereo not drawn)	-6%	4%
2%	Cc1cc(N2CCN(C)CC2)nc2ccc(NC(=O)c3ccc(Br)o3)cc12	?	-20%
3%	COc1ccc(CC(=O)NCC(=O)NCc2cc(=O)n(C)c(=O)n2C)cc1	-5%	-1%
1%	CC(Sc1nc2ccccc2s1)C(=O)NC1CCCc2ccccc21 (stereo not drawn)	-1%	-12%
3%	O=C(NCc1ccccc1)c1onc(CS(=O)(=O)c2ccc(Cl)cc2)c1C(=O)NCc1ccccc1	-1%	14%
7%	COc1cccc(CNc2ncc(-c3ccc(Br)cc3)n2C)c1	/	?

# Looked up one by one from above:
TDP1 block	molecule	N370S GC	FEN1 inh
2%	O=C(CCn1nnnc1CN1CCOCC1)N1CCC(c2ccccc2Cl)C1 (stereo not drawn)	-6%	4%
3%	COc1ccc(S(=O)(=O)Nc2nnc(CC(C)(C)C)s2)cc1	-13%	3%

# (listing goes on)
TDP1 block	molecule	N370S GC	FEN1 inh
/	O=C(NCCc1nc(-c2ccc(F)cc2)no1)c1ccc(F)cc1	-10%	-3%
/	N#Cc1cc([N+](=O)[O-])ccc1NC(=O)COC(=O)C1CC2CCCC(C1)C2=O (stereo not drawn)	-16%	-3%
0%	Cc1nn(-c2ccccc2)c(C)c1NC(=O)Cc1cccs1	12%	-18%
2%	O=C(Cc1cccs1)Nc1nnc(SCC(=O)N2CCCCC2)s1	2%	2%
0%	Cc1cc(NC(=O)c2ccc(F)cc2)n(-c2ccccn2)n1	-15%	-4%
2%	CC1=C(C(=O)Nc2ccccc2)C(c2ccccc2)N2C(=O)CSC2=N1 (stereo not drawn)	-3%	-18%
/	Cc1nc(S(=O)(=O)Nc2ccc3c(c2)OCCO3)cn1C	8%	-2%
5%	Cc1ccc(P(=O)(CO)c2ccc(C)cc2)cc1	2%	-3%
2%	CCC(C)C(=O)Nc1ccc([N+](=O)[O-])cc1OC (stereo not drawn)	0%	-10%
1%	COc1ccc(C(=O)NCC2CCCCC2)cc1S(=O)(=O)N1CCCC1	/	2%
0%	CNC(=O)c1cccc(NC(=O)CCCNC(=O)c2ccc(Cl)cc2)c1	-8%	9%
-5%	O=C(COC(=O)Cc1ccc(Br)cc1)NCc1ccc(F)cc1	19%	-7%
5%	Cc1cccc(NC(=O)CN2C(=O)N/C(=C/c3cc(C)n(-c4ccncc4)c3C)C2=O)c1	-10%	-18%
0%	CCc1cc(=O)oc2cc3occ(C)c3cc12	8%	-19%
0%	O=C(Nc1cc(Cl)cc2c1[nH]c1cnccc12)c1cccnc1	-8%	/
-3%	C=CCSc1nc(-c2ccc3c(c2)OCO3)cc(C(F)(F)F)c1C#N	/	0%
0%	O=C(Nc1ccc(NC(=O)c2ccco2)nc1)c1ccccn1	8%	-6%

# Screening results (PubChem)
